TR SRC2 fluor cs = counter-screen for TRb-SRC2 inhibitors: fluorescence interference; TRb/SRC2 Texas Red total fluorescence interference; Potency, µM (top dose mostly 106 µM), inactives show top-dose fluorescence change, negative = quenching; hit rate 0.29% among 280,000; AID 1479; active = well fitted curve in either direction with a large enough effect; inconclusive = small, poorly fitted or top-dose-only effect
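Human TRb ligand-binding domain at 0.6 uM with 20 nM Texas Red SRC2 peptide in Tris buffer containing 1 uM T3 and 5% DMSO, incubated with compound 5 h at ambient temperature. Total fluorescence (555/632 nm) calculated as parallel + 2 × perpendicular.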
L3MBTL1 block = inhibitors of human L3MBTL1 | AID 485360 | hit rate 0.66% among 230,000 | AlphaScreen L3MBTL1–H3K9me1 peptide binding | Potency, µM (highest dose often 57.1 µM), for inactives: at the top dose activity, negative = inhibition, actives largely listed as inhibitors; also: nearly all actives have a fitted effect of over 60% in size
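Read-out is AlphaScreen signal from streptavidin donor and nickel chelate acceptor beads (10 ug/mL final each) bridging L3MBTL1 (50 nM) and biotinylated K9-monomethylated H3(1-15) peptide (75 nM), after 30 min compound exposure at room temperature.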
TRb SRC2 PPI = inhibitors of human thyroid hormone receptor beta-SRC2 interaction. P10828. TRbeta-SRC2 peptide binding, fluorescence polarization; receptor liganded with 1 µM T3. Potency, µM (highest dose often 106 µM), for the others: at the top dose activity change, negative = inhibition, most hits filed as inhibitors. hit rate 0.065% among 280,000;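 also: plate controls were bound peptide for no effect and peptide without receptor for full effect; nearly all actives have a fitted effect of over 50% in size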
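Fluorescence polarization of 20 nM Texas Red SRC2 peptide (20-aa NR interaction domain) bound to 0.6 uM human TRb ligand-binding domain, with 1 uM T3, after 5 hr at ambient temperature; inhibition seen as decreased polarization.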
GAA glycogen = inhibitors or activators of human alpha-glucosidase glycogen cleavage. P10253. recombinant GAA, glycogen substrate, Amplex Red glucose oxidase fluorescence. Potency, µM (series often up to 76.4 µM), inactives show at the highest dose activity change, negative = inhibition, most hits filed as inhibitors. hit rate 0.38% among 300,000;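 also: 0% = full enzyme reaction and -100% = no-enzyme basal signal; the screen sought inhibitors and activators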
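Natural-substrate format: glycogen cleavage by 4 nM human enzyme, glucose read by Amplex Red coupling (Ex 573, Em 610 nm). Normalized to enzyme and no-enzyme controls.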
GoLoco inh red = blocks human Gai1 binding to RGS12 GoLoco peptide, red readout; Gai1:RGS12 GoLoco peptide FP, rhodamine, 10 min; Potency, µM (top dose mostly 61.6 µM), for the others: at the highest dose activity, negative = inhibition, hits mostly inhibitors; hit rate 0.44% among 230,000; active = well fitted inhibition curve with a large enough effect, not every such curve was filed as active; inactive = no such curve, though single readings can be large or run the other way; also: nearly all actives have a fitted effect of over 30% in size; many of its hits are not listed in these tables
Target sequence (P63096 whole entry, looked up): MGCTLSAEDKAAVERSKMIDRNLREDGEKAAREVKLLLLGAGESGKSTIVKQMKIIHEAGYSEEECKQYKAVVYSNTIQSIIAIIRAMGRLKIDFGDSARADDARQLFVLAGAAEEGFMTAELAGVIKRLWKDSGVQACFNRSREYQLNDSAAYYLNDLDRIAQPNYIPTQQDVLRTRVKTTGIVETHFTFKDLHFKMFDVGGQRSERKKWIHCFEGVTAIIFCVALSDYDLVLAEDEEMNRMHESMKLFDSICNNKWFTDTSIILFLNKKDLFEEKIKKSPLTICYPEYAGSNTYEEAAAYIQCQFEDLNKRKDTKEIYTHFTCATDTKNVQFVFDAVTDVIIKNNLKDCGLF
RECQ1 helicase = RECQ1 (human) helicase inhibition; P46063; RECQ1 DNA unwinding, red fluorescence kinetic read; Potency, µM (titrated, usually from 57.3 µM), for inactives: top-dose activity, negative = inhibition, most hits filed as inhibitors; hit rate 0.54% among 240,000; AID 2549;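 also: plate controls were vehicle for no effect and no enzyme for full effect; nearly all actives have a fitted effect of over 30% in size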
Target sequence (P46063 whole entry, looked up): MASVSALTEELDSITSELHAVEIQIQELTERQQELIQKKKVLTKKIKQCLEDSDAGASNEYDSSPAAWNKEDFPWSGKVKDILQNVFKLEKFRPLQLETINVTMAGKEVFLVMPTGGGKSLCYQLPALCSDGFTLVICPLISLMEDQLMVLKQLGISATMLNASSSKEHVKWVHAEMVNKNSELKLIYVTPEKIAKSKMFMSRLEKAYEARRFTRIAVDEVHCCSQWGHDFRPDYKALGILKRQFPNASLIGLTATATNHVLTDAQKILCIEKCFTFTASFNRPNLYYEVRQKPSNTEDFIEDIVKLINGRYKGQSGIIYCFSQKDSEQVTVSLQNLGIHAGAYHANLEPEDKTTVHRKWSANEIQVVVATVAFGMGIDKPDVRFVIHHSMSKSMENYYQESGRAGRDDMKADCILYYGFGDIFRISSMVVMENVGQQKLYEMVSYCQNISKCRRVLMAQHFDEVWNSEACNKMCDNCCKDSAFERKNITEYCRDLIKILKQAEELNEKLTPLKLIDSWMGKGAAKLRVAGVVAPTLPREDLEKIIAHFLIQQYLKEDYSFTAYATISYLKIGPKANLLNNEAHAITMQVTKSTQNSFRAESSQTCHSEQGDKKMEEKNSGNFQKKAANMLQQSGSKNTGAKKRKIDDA
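50 nM RECQ1T1 preincubated 15 min with compound in Tris pH 8.0 buffer with MgCl2, DTT, Tween-20 and 2.5 ug/ml poly(dI-dC); started with 200 nM TAMRA/BHQ-2 forked duplex and 2 mM ATP. Unwinding read as fluorescence (525/598 nm), two reads 2 h apart.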
GAA spleen mod = inhibitors or activators of human alpha-glucosidase in spleen homogenate. P10253. human spleen homogenate, 4-MU-alpha-glucoside fluorescence. Potency, µM (highest dose often 79.9 µM), without a hit: top-dose activity change, negative = inhibition, hits mostly inhibitors. hit rate 0.006% among 240,000. AID 2112;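 also: 0% = enzyme with vehicle and -100% = no enzyme basal signal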
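Compounds were titrated against alpha-glucosidase in spleen homogenate at pH 5.0, with 1 mM 4-methylumbelliferyl substrate for 40 min at 37 C. Reactions were quenched with pH 10 NaOH/glycine and fluorescence measured.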
GAA inh = inhibitors of human lysosomal alpha-glucosidase; P10253; purified human GAA, 4-MU-alpha-glucoside fluorescence; Potency, µM (series often up to 76.9 µM), without a hit: at the highest dose activity change, negative = inhibition, most hits filed as inhibitors; hit rate 0.005% among 200,000; AID 1466;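 also: plate controls were uninhibited enzyme wells for no effect and no-enzyme background for full effect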
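qHTS format, compound range up to 77 uM. Human lysosomal enzyme at 4 nM, 400 uM 4-MU glucoside substrate, pH 5.0, 20 min room temperature; fluorescence after alkaline stop gives activity normalized to controls.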
Active calls of the source: *; i = inactive; ? = inconclusive; · = not tested or not shown; & = joins results of further samples; [ ] = remark or other dose. Unless noted, calls follow the shape of the dose curve; as a rule, active = well fitted curve in the direction sought with a large enough effect; inconclusive = small, poorly fitted or top-dose-only effect, or another doubt; inactive = no such curve, though single readings can be large; an effect the other way counts as inactive or inconclusive. Unless noted, % is scaled to controls: 0 for no effect and ±100 for the full control effect; potency is read from the fitted curve at half-maximal effect.

SMILES	TR SRC2 fluor cs	L3MBTL1 block	TRb SRC2 PPI	GAA glycogen	GoLoco inh red	RECQ1 helicase	GAA spleen mod	GAA inh
CN(C)S(=O)(=O)Nc1ccc(Oc2ccccc2)cc1	1%	·	5%	-8%	-3%	i	-1%	-2%
Cc1cc(C)n(/N=C/c2ccc(C(C)C)cc2)c(=O)c1C#N	-2%	32%[activator]	-3%	-5%	-9%	-9%	-7%	-6%
Cc1ccc(NC(=O)CNCC2CCCCC2)cc1S(=O)(=O)N(C)C	-1%	-1%	-2%	-2%	3%	-2%	-7%	·
COc1ccc(Cl)cc1NC(=O)CN(C)CC(=O)NC(C)c1ccccc1 (stereo not drawn)	-3%	44%[activator]	-8%	4%	12%	-6%	-8%	2%
CCOc1ccc(N2CC(C(=O)Nc3c(C)n(C)n(-c4ccccc4)c3=O)CC2=O)cc1 (stereo not drawn)	-3%	-3%	0%	4%	13%	i	-3%	3%
COCCCn1c(=O)cc(C)[nH]c1=S	0%	2%	5%	-13%	9%	-12%	0%	-6%
N#CCc1c(C#N)c(N)nc(N2CCCC(O)C2)c1C#N (stereo not drawn)	0%	0%	-3%	-2%	9%	15%	0%	?
O=C(NCc1ccncc1)c1ccc(Br)o1	-4%	2%	0%	-5%	-2%	2%	8%	0%
CCOC(=O)C1CC(=O)c2cc(OC)c(OC)cc2C1 (stereo not drawn)	0%	-2%	-2%	15%	11%	-5%	-2%	2%
COc1cc2c(cc1NC(=O)c1ccc(C)c([N+](=O)[O-])c1)oc1ccccc12	-1%	-7%	7%	9%	1%	1%	-2%	6%
NC(=O)c1cc2ccccc2o/c1=N\NC(=O)c1ccncc1	-4%	·	11%	-7%	5%	-5%	0%	-17%
Cc1occc1-c1nnc(SCC(=O)Nc2nccs2)n1Cc1ccco1	0%	0%	3%	2%	10%	i	2%	-3%
COC(=O)CSc1cc(SCC(=O)OC)c(C#N)c(SCC(=O)OC)c1	-4%	10%	-17%	12%	5%	i	3%	-8%
COc1ccc(CCNC(=O)Cn2nnc(-c3ccc(OC)c(OC)c3)n2)cc1OC	-1%	2%	-2%	-5%	6%	i	0%	14%
CC1=C(/C=N/Nc2ccc([N+](=O)[O-])cc2[N+](=O)[O-])C(C)(C)CCC1	-1%	?	-2%	9%	9%	0%	-6%	3%
COc1cc(C(=O)OCC(=O)NCc2ccco2)cc(OC)c1OC	0%	-4%	-7%	-5%	0%	-19%	10%	-5%
Oc1ccc(Nc2nc(-c3ccc(O)cc3)cs2)cc1	?	-15%	21%	25µM*	-3%	1%	0%	-2%
CCOc1ncccc1C(=O)OCC(=O)Nc1ccc(C(N)=O)cc1	-2%	0%	-8%	5%	-4%	-6%	0%	·
COc1ccccc1C(=O)Nc1ccc(S(=O)(=O)N2CCCC2)cc1	-6%	·	-4%	-3%	8%	0%	-6%	-9%
C=CCn1c(SC(C)C(=O)NCc2ccc3c(c2)OCO3)nc2scc(-c3ccccc3)c2c1=O (stereo not drawn)	2%	-1%	6%	-3%	16%	i	-2%	-9%
COc1ccc(C(=O)Nc2cc(Cl)cc(Cl)c2)c(OC)n1	0%	4%	-7%	-8%	6%	-11%	4%	2%
C=CCn1c(SCc2c(F)cccc2Cl)nnc1-c1ccco1	3%	2%	4%	3%	·	-26%	-5%	2%
CC1(C)CC(=O)C2=C(C1)N(c1ccc(Cl)cc1)C(=O)C2(O)C(F)(F)F (stereo not drawn)	0%	7%	-9%	7%	-4%	-3%	-3%	3%
CCCCOC(=O)C1CN(c2ccccc2)N=C1C(C)=O (stereo not drawn)	0%	133%[activator]	-3%	-15%	10%	i	3%	0%

In the list so far, these contain a furan ring, fused or not:
SMILES	TR SRC2 fluor cs	L3MBTL1 block	TRb SRC2 PPI	GAA glycogen	GoLoco inh red	RECQ1 helicase	GAA spleen mod	GAA inh
O=C(NCc1ccncc1)c1ccc(Br)o1	-4%	2%	0%	-5%	-2%	2%	8%	0%
COc1cc2c(cc1NC(=O)c1ccc(C)c([N+](=O)[O-])c1)oc1ccccc12	-1%	-7%	7%	9%	1%	1%	-2%	6%
Cc1occc1-c1nnc(SCC(=O)Nc2nccs2)n1Cc1ccco1	0%	0%	3%	2%	10%	i	2%	-3%
COc1cc(C(=O)OCC(=O)NCc2ccco2)cc(OC)c1OC	0%	-4%	-7%	-5%	0%	-19%	10%	-5%
C=CCn1c(SCc2c(F)cccc2Cl)nnc1-c1ccco1	3%	2%	4%	3%	·	-26%	-5%	2%

(next part)
SMILES	TR SRC2 fluor cs	L3MBTL1 block	TRb SRC2 PPI	GAA glycogen	GoLoco inh red	RECQ1 helicase	GAA spleen mod	GAA inh
COC1/C=C/OC2(C)Oc3c(C)c(O)c4c(O)c(c(/C=N/N5CCN(C)CC5)c(O)c4c3C2=O)NC(=O)/C(C)=C/C=C/C(C)C(O)C(C)C(O)C(C)C(OC(C)=O)C1C (stereo not drawn)	-4%	·	3%	·	-3%	i	8%	·
Cc1noc(C)c1COc1ccc(C(=O)OCC(=O)NC2CCCCC2C)cc1 (stereo not drawn)	1%	-2%	1%	1%	·	1%	1%	3%
CC(C)N(C)CCOC(=O)/C=C/c1ccccc1	-1%[53 µM]	11%	11%[53 µM]	-3%	-10%	9%	7%	-2%
COc1ccc(/C=C(/NC(=O)c2ccc(OC)c(OC)c2)C(=O)NCCc2c[nH]c3ccccc23)cc1	-3%	-1%	-6%	5%	8%	-10%	7%	1%
CCOC(=O)CN(C(=O)COc1nc(C)cc(C)c1C#N)c1ccc(F)cc1	-1%	-2%	-3%	-1%	2%	3%	-19%	·
CCN1CCN(C(=O)CN(C)S(=O)(=O)c2ccc(OC)c(C)c2)CC1	2%	·	-1%	-5%	8%	-3%	-1%	-8%
CN(CCC#N)C(=S)Nc1ccc(F)cc1	-4%	-8%	-4%	9%	2%	1%	-3%	-1%
C=CCn1c(=S)[nH]c2sc3c(c2c1=O)CCC3	2%	-23%	-20%	?	6%	6%	1%	5%
CCn1c(NCc2cc(Cl)ccc2O)nc2ccccc21	1%	·	8%	-5%	5%	i	5%	·
O=C(NCc1cccnc1)c1cccnc1-c1nc2ccccc2s1	-3%	·	-9%	8%	7%	-6%	-3%	-4%
O=C(CCCNc1ccccc1)N/N=C/c1cccs1	-3%	1%	-2%	22%	9%	16%	-28%	?
CCC(=O)c1ccc(-c2ccccc2)cc1	8%	36%[activator]	4%	-3%	-7%	-1%	-2%	-2%
O=C(Nc1ccc(Cl)cc1)OCCn1nnnc1C(c1ccccc1Cl)N1CCOCC1 (stereo not drawn)	·	3%	·	-1%	6%	-19%	-3%	-10%
O=C(Nc1ccccc1)c1ccccc1NS(=O)(=O)c1ccc(Cl)s1	-2%	-4%	-5%	-12%	-2%	10%	-4%	4%
Cn1c(=O)c(C(=O)COC(=O)c2cc(C(F)(F)F)nc3c(C(F)(F)F)cccc23)c(N)n(CC2CC2)c1=O	-4%&-3%	0%	7%&6%	1%	11%&12%	-1%&-21%	-15%&-11%	-2%
CN(Cc1ccccc1)C(=S)NC(=O)C1CCCCC1	4%	3%	4%	6%	·	-2%	4%	12%
COCCNC(=S)N/N=C/c1ccc(OCc2ccc(C(=O)OC)cc2)c(OC)c1	0%	7%	8%	2%	11%	-2%	-2%	0%
CSc1ccc(/C=N/n2nnnc2N)cc1	-1%	6%[11.4 µM]	-4%	7%	11%	i	-13%	-3%
O=C(N/N=C/c1ccc([N+](=O)[O-])o1)c1cc(-c2ccncc2)nc2ccccc12	-6%	-18%	-12%	1%	-3%	?	-11%	-13%
COc1ccc(C(=O)N/N=C(\CCC(=O)O)c2ccc(C(C)(C)C)cc2)cc1OC	2%	6%	1%	-17%	1%	1%	-6%	4%
COCCNC(=O)c1cccc(C)c1[N+](=O)[O-]	0%	3%	-15%	3%	12%	-8%	5%	-3%
COc1cccc(-c2cc(C(=O)Nc3nc4ccccc4s3)c3ccccc3n2)c1	1%	-9%	-6%	-8%	12%	-15%	-5%	-4%
CC(C)(C)NC(=O)CSc1nc2[nH]ncc2c(=O)[nH]1	1%	14%	4%	2%	2%	i	·	-2%
O=C(c1ccccc1)n1ccn(-c2ccccc2)c1=S	1%	11%	-17%	-1%	3%	-8%	3%	-15%
CCc1noc(C)c1C(=O)N1CCCC(C(=O)c2cc(F)ccc2F)C1 (stereo not drawn)	1%	7%	-7%	16%	3%	1%	-5%	-5%
Brc1ccc(CSc2nnc(-c3cccnc3)o2)cc1	-1%[53 µM]	21%	4%[53 µM]	19%	2%	6%	7%	7%
CC(=O)N1N=C(c2ccc(C(C)(C)C)cc2)OC1(C)C	1%	9%	1%	-9%	·	-9%	0%	1%
O=C(CSc1ccc2nnc(-c3cccnc3)n2n1)NCc1ccco1	-2%	·	-5%	12%	-12%	-3%	-2%	-4%
Fc1ccc(C(c2nnnn2Cc2ccccc2)N2CCSCC2)cc1 (stereo not drawn)	-2%	1%	1%	-2%	6%	-5%	-1%	-2%
O=C(O)c1ccncc1	-3%	·	-1%	·	4%	10%	-3%	·
O=C(Nc1ccccc1O)c1csc2c1CCCC2	-2%	0%	1%	-19%	18%	i	-10%	6%
O=C(NCc1ccc2c(c1)OCO2)c1ccc(-c2ccc(Cl)cc2)o1	2%	-15%	-6%	-11%	9%	-7%	6%	-9%
Cc1cc(C)cc(OCc2nnc(SCC(=O)OC3CCCCC3)o2)c1	-1%	-9%	8%	4%	4%	-1%	-4%	-35%
O=C(/C=C\Nc1ccccc1Br)c1ccc2c(c1)OCO2	-10%	·	4%	2%	-5%	-29%	-13%	-6%
O=C(Nc1nc(-c2cccs2)cs1)c1ccc(Cl)cc1	2%	·	-1%	0%	9%	i	3%	1%
Cc1ccc(S(=O)(=O)NCCCn2ccnc2)cc1	-1%	1%	-5%	-2%	19%	-7%	-1%	0%
CC(C)(C)OC(=O)N1CC(O)CC1C(=O)OCC(=O)c1ccc(Cl)cc1 (stereo not drawn)	-1%	8%	6%	6%	-65%	1%	-6%	-4%[15.4 µM]
COc1ccc(OCc2cnc(Cl)s2)cc1	-1%	8%	-3%	3%	6%	-7%	-13%	0%

Only part of the results is shown, so the mix of outcomes need not match the whole.
